VIM-2 inhibitor: VIM-2 metallo-beta-lactamase inhibitors, primary screen, biochemical, epi-absorbance readout, Pseudomonas aeruginosa enzyme; 290,000 compounds, 0.89% hits; AID 1527, 2009; inhibition, % at 5.6 µM; purified VIM-2, nitrocefin hydrolysis, epi-absorbance fluorescence;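 active = inhibition above the mean of all tested compounds plus 3 SD, cutoff set per screening run, cut at about 7.5% in these data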;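 also: red hydrolysis product quenches plate fluorescence so inhibitors raise well fluorescence; 0% = enzyme with DMSO and 100% = DMSO without enzyme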
DNA FID counter: compounds displacing fluorescent DNA intercalator, primary screen, artefact control for HCV NS3 helicase inhibitor project, biochemical, FID fluorescence | DNA fluorescent intercalator displacement | inhibition, % at 7.9 µM | 290,000 compounds, 0.17% hits; in the data active = inhibition above about 37%;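 also: 0% = vehicle and 100% = reference compound; higher means more ethidium bromide displaced from hairpin DNA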
IMP-1 inh: IMP-1 metallo-beta-lactamase inhibitors, primary screen, biochemical, epi-absorbance readout, Pseudomonas aeruginosa enzyme; metallo-beta-lactamase IMP-1 (Pseudomonas aeruginosa); purified IMP-1, nitrocefin hydrolysis, epi-absorbance fluorescence; inhibition, % at 5.6 µM; 290,000 compounds, 0.45% hits;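 active = inhibition above the mean plus 3 SD of all compounds in the same screening run, cut at about 4.5% in these data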;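 also: 0% = IMP-1 with DMSO and 100% = DMSO wells lacking enzyme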
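System: purified IMP-1 / Input: IMP-1 dispensed at 0.2 nM / Medium: 50 mM HEPES pH 7.1, 50 µM ZnSO4, 0.05% Brij 35 / Timing: 15 min enzyme–compound preincubation, then 25 min nitrocefin reaction, 25 °C / Technique: plate fluorescence quenching by hydrolysis product, ex 480/em 530 nm / Repeats: singlicate testing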
GalR3 antag: GalR3 antagonists in HEK293 cells, primary screen, cell-based, fluorescence readout | HEK293 GalR3-CNG cAMP membrane potential fluorescence; galR3 body fused to GalR1 C-terminus | inhibition, % at 3 µM | 360,000 compounds, 0.44% hits | AID 651719, 2012;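 active = inhibition above the screen-wide average plus 3 SD, cut at about 13% in these data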;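 also: forskolin and galanin both at EC90 stimulate the cells; cAMP rise reported by CNG channel membrane potential dye signal; 0% = forskolin plus galanin with DMSO and 100% = forskolin alone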
Target sequence (O60755 1-299 limits assumed): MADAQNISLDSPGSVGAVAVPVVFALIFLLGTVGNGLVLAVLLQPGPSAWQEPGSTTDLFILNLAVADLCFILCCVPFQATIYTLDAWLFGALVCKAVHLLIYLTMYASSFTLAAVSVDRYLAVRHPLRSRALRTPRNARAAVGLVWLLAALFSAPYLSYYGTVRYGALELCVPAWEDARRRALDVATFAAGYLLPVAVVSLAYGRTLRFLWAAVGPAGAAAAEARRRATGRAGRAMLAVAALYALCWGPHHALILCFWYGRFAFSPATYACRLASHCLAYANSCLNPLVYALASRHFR
V1aR counter: agonists of human V1a receptor, primary screen, counter-screen for OXTR agonist project, fluorescence, CHO-V1R cells; Vasopressin V1a receptor (Homo sapiens), P37288; Fluo-8 calcium fluorescence, agonist mode; 0% DMSO, 100% 3 nM vasopressin; activation, % at 3 µM; 320,000 compounds, 0.25% hits; AID 2797, 2010;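 active = activation above the mean activation of all tested compounds plus 3 SD, per screening run, cut at about 20% in these data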;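 also: signal is peak over basal fluorescence ratio across a 100 second FLIPR read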
GPR7 antagonist: GPR7 receptor antagonists, primary screen, cell-based, fluorescence, single concentration; inhibition, % at 4.4 µM; 290,000 compounds, 1.1% hits; AID 1861, 2009; Neuropeptides B/W receptor type 1 (Homo sapiens), P48145; GPR7-expressing cells, fluorescence antagonist assay; in the data active = inhibition above about 16%, passing the limit was not always enough;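 also: cells stimulated with the agonist NPW; 0% = agonist with vehicle and 100% = vehicle without agonist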
Target sequence (P48145 whole entry, looked up): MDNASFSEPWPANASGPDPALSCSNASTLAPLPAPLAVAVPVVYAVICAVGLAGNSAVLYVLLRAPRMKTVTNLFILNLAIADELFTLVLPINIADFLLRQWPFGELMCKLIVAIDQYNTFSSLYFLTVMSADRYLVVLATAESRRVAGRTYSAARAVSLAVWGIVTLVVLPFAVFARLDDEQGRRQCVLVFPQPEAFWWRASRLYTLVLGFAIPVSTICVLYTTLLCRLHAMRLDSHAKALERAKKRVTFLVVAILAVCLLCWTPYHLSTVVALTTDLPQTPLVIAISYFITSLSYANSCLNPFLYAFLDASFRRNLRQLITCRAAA
OXTR ag: human OXTR agonists, primary screen, fluorescence, CHO-OTR cells, Fluo-8 calcium. Oxytocin receptor (Homo sapiens), P30559. Fluo-8 calcium fluorescence; normalized: DMSO 0%, oxytocin 100%. activation, % at 3 µM. 320,000 compounds, 0.32% hits. AID 2435, 2010;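 active = activation above the mean of all tested compounds plus 3 SD, cutoff set per screening run, cut at about 20% in these data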;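 also: peak over basal fluorescence ratio from a 100 s FLIPR kinetic read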
PHOSPHO1 inh: PubChem AID 1565; recombinant PHOSPHO1, absorbance phosphatase assay; inhibition, % at 13.3 µM; 290,000 compounds, 1.1% hits; Phosphoethanolamine/phosphocholine phosphatase (Homo sapiens), Q8TCT1; in the data active = inhibition above about 60%
Target sequence (Q8TCT1 whole entry, looked up): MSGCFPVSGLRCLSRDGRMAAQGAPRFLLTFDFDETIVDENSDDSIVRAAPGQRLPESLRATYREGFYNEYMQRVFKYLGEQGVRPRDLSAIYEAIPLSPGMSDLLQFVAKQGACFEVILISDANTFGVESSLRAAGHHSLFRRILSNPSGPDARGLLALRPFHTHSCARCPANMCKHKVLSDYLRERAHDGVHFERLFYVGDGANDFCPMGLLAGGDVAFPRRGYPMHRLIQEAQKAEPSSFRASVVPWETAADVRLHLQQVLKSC
NS3 helicase inh: inhibitors of HCV NS3 helicase, primary screen, biochemical, Cy5 molecular beacon fluorescence. Hepatitis C virus NS3 helicase. NS3 helicase DNA unwinding. inhibition, % at 10.9 µM. 290,000 compounds, 0.56% hits. AID 1800, 2009;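 active = inhibition above the mean of all tested compounds plus 3 SD, set per campaign, cut at about 35% in these data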;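 also: 0% = DMSO wells and 100% = thioflavine S control wells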
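Assay system: hepatitis C virus NS3 helicase domain fragment enzyme. Also added: annealed dual-labelled DNA beacon duplex, ATP-started. Timing: 1 h reaction at 25 °C, ATP-initiated. Technique: Cy5 fluorescence at 0 and 60 min, beacon hairpin quenching. Evaluation: % inhibition of unwinding. Replication: one well per compound.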
Active calls of the source: *; / = not tested or not shown.

SMILES | VIM-2 inhibitor | DNA FID counter | IMP-1 inh | GalR3 antag | V1aR counter | GPR7 antagonist | OXTR ag | PHOSPHO1 inh | NS3 helicase inh
Cc1ccc2c(c1)c1c(n2CC(O)Cn2c(C)nc3ccccc32)CCCC1 (stereo unspecified) | -5.7 | -5 | -2.4 | 0 | 0.7 | 7 | 1.6 | -19 | -21
Clc1cccc(Cl)c1-c1nnc2ccc(N3CCOCC3)nn12 | -4.6 | -11 | -1.2 | -11 | -0.3 | -15 | 5.4 | 6 | -7
Cc1cccc(-n2cc3c(=O)n(C)c(=O)n(C)c3c2)c1 | 0.4 | -7 | -1.9 | -2 | -1.0 | 0 | -2.5 | 48 | 6
Cc1ccc(-c2cc(C(F)F)n3ncc(C(=O)N4CCc5ccccc5C4)c3n2)cc1 | -2.8 | -16 | -2.1 | -7 | -0.9 | -19 | -1.9 | 41 | -15
CCOc1cccc(-c2nnc3sc(COc4ccccc4)nn23)c1 | -5.4 | -7 | -3.2 | -2 | 0.7 | 0 | -0.8 | 21 | 8
Cc1ccc(S(=O)(=O)N(C)c2ccc(OCC(=O)NCc3ccco3)cc2)cc1 | -2.6 | -31 | -2.8 | -4 | 2.7 | -2 | 2.6 | 0 | -5
COc1ccc(NC(=O)c2cccc(OC(=S)N3CCOCC3)c2)cc1 | -0.7 | -10 | -3.4 | -8 | 4.9 | -6 | 2.1 | 38 | -3
CCOC(=O)CSc1nc(C)c(Oc2ccc(Cl)cc2Cl)c(=O)[nH]1 | -1.3 | -10 | -2.7 | -4 | -0.9 | -21 | -0.3 | 23 | 5
Cc1cc[n+](-c2[nH]c(=O)sc2/C=N/N=C(\[O-])CCn2c3ccccc3c3ccccc32)cc1 | -2.9 | -15 | -0.9 | 0 | -0.6 | -8 | -0.5 | 3 | -2
O=C(NC1CCCCC1)C(c1cccnc1)N(C(=O)CCl)c1cccc(Cl)c1 (stereo unspecified) | -3.0 | 0 | -0.9 | -2 | 0.1 | 0 | -0.8 | -8 | -79
COc1cccc(C2c3c(oc4ccccc4c3=O)C(=O)N2c2ccccn2)c1 (stereo unspecified) | -0.7 | 0 | -3.2 | 2 | 0.8 | -13 | 0.0 | 5 | 1
Cc1ccc(CSc2n[nH]c(N)n2)cc1 | -0.9 | 6 | 0.1 | 0 | 0.8 | 7 | -1.6 | -3 | -4
Cc1ccc(S(=O)(=O)N2CCC(=O)N(C(COCc3cccc(Cl)c3)Cc3ccccc3)CC2)cc1 (stereo unspecified) | -2.2 | -32 | -3.7 | -8 | 1.6 | -5 | 2.4 | 6 | -11
O=C(Nc1ccccn1)Nc1ccccc1Cl | -1.4 | -1 | -1.7 | -12 | -1.3 | -21 | -1.6 | 39 | 5
Cc1nc(Cl)c(C(=O)NCc2ccccc2)c(C)c1[N+](=O)[O-] | -1.7 | -1 | -1.7 | -9 | -0.8 | -4 | -0.4 | 20 | 12

Some values from the entries so far:
In V1aR counter, O=C(Nc1ccccn1)Nc1ccccc1Cl reads -1.3
In VIM-2 inhibitor, COc1cccc(C2c3c(oc4ccccc4c3=O)C(=O)N2c2ccccn2)c1 (stereo unspecified) reads -0.7
In IMP-1 inh, Cc1ccc(CSc2n[nH]c(N)n2)cc1 reads 0.1

(cont.)
SMILES | VIM-2 inhibitor | DNA FID counter | IMP-1 inh | GalR3 antag | V1aR counter | GPR7 antagonist | OXTR ag | PHOSPHO1 inh | NS3 helicase inh
N#Cc1ccc(COc2cccc3cccnc23)cc1 | -1.6 | -18 | -2.5 | -3 | 1.5 | 1 | -0.5 | 32 | 1
Cc1nn(-c2ccccc2)c(Cl)c1/C=N/NC(=O)c1[nH]ncc1Br | -5.0 | -30 | -2.6 | -3 | 4.2 | -6 | 2.4 | 44 | 11
C=CCn1c(Cc2c[nH]c3ccccc23)n[nH]c1=S | -4.5 | -8 | -5.3 | -10 | 1.8 | 0 | 3.2 | 95* | -7
CCCCNC(=O)C(Cc1ccccc1)NS(=O)(=O)c1ccc2c(c1)c(=O)n(C)c(=O)n2C (stereo unspecified) | -3.1 | -10 | -4.0 | -4 | -0.4 | -5 | -1.8 | -2 | -4
CCCNC(=O)NC(=O)COc1ccc(-c2ccc(C#N)cc2)cc1 | -1.7 | -13 | -2.0 | 0 | 3.0 | -3 | 1.5 | 53 | -4
COc1ccc(S(=O)(=O)NC(CC(=O)NC2CCCC2)c2ccco2)cc1 (stereo unspecified) | -0.2 | -3 | -1.9 | 0 | 0.1 | -2 | -0.8 | 20 | -3
O=c1c2cnn(-c3ccccc3)c2ncn1Cc1ccccc1F | -1.7 | -3 | -3.5 | 2 | 2.4 | -5 | 0.0 | 10 | -5
NC(=O)CSc1nnc(Cn2c(=O)sc3ccccc32)n1-c1cccc(Cl)c1 | 0.7 | -19 | 0.7 | -7 | 0.8 | 5 | 0.7 | 21 | 5
CC(C)Oc1snc(Cl)c1C(N)=O | -0.8 | -3 | -5.9 | -3 | 1.3 | -10 | 0.5 | -1 | -8
CCCCOc1ccc(C(=O)Nc2cc(C)c(OCC(=O)N3CCOCC3)c(C)c2)cc1 | -1.0 | -38 | 1.1 | -3 | 11 | -15 | 6.9 | 26 | -13
COc1ccc(-c2nn(CC(=O)NCCc3ccccc3)c(=S)n2C)cc1 | -3.6 | -23 | -2.2 | 2 | -0.2 | -4 | -1.1 | -4 | -9
O=C(Nc1ccc2c(c1)OCCO2)C1CCN(C(=O)c2ccccc2)CC1 | -0.8 | -18 | -2.8 | -6 | 0.6 | -12 | -0.6 | -5 | -10
COC(=O)C(Cc1ccccc1)NC(=O)c1cc(=O)[nH]c2ccccc12 (stereo unspecified) | -1.7 | -8 | -1.8 | -2 | -1.1 | -11 | -0.5 | -3 | 7
COc1ccc(-n2c(=S)[nH]c3cc(C(=O)NCCCN4CCCC4=O)ccc3c2=O)c(OC)c1 | -4.0 | -23 | 0.5 | -7 | -0.1 | -9 | 0.9 | -4 | -5
O=C(Nc1cccc(C(=O)O)c1)/C(=C\c1ccccc1)NC(=O)c1ccccc1Cl | -1.0 | -12 | -2.0 | 1 | 0.1 | -10 | -0.3 | 4 | 6

2 compounds from above, limited to IMP-1 inh and GalR3 antag.
SMILES | IMP-1 inh | GalR3 antag
Cc1ccc(-c2cc(C(F)F)n3ncc(C(=O)N4CCc5ccccc5C4)c3n2)cc1 | -2.1 | -7
CCOc1cccc(-c2nnc3sc(COc4ccccc4)nn23)c1 | -3.2 | -2

(more compounds)
SMILES | VIM-2 inhibitor | DNA FID counter | IMP-1 inh | GalR3 antag | V1aR counter | GPR7 antagonist | OXTR ag | PHOSPHO1 inh | NS3 helicase inh
Cc1cc(N(CCO)CCO)ccc1C(c1ccc(N(CCO)CCO)cc1C)c1ccccc1Cl | -2.9 | -29 | -3.1 | -11 | 4.0 | 16 | 2.8 | 6 | -38
COc1ccc(OC(=O)Nc2ccc([N+](=O)[O-])cc2OC)cc1 | -0.5 | 3 | 0.6 | -8 | 2.1 | 9 | -0.4 | 40 | 7
COC(=O)c1ccc(NC(=S)NC2CC2)cc1 | -0.5 | 3 | 0.9 | -2 | 2.3 | -13 | 0.1 | 26 | -6
COC(=O)c1sc(N)c(C(=O)OC)c1COC(=O)CNS(=O)(=O)c1cccc(C#N)c1 | -1.5 | -22 | -3.3 | -2 | -0.7 | -12 | -1.1 | -1 | 17
O=C(COc1ccc(Br)cc1)Nc1ccc([N+](=O)[O-])cn1 | -8.9 | 7 | -2.5 | 0 | -1.1 | -9 | -1.9 | 0 | -7
COCCNC(=O)C(c1ccco1)N(Cc1ccc(OC)cc1)C(=O)Cn1nnc2ccccc21 (stereo unspecified) | -6.1 | -22 | -2.4 | 3 | 1.5 | -3 | 0.0 | 4 | 1
O=[N+]([O-])c1ccc(C(O)C23CN4CN(CN(C4)C2)C3)cc1 (stereo unspecified) | -1.1 | -2 | -3.8 | -7 | 0.7 | -1 | 0.5 | 42 | -6
CCOC(=O)CSc1nc2c(c(=O)n(C)c(=O)n2C)n1Cc1ccccc1F | -3.1 | -5 | -3.0 | -1 | 0.5 | -7 | -1.9 | -15 | -1
Cc1c(Cl)cccc1NC(=S)NCC1COc2ccccc2O1 (stereo unspecified) | -1.8 | -7 | -1.3 | -8 | 3.7 | 11 | 3.1 | -10 | 1
Cc1ccc(NC(=O)C2C(=O)N(C)c3ccccc32)cc1 (stereo unspecified) | -1.7 | -5 | -0.7 | -6 | 1.7 | 2 | -0.4 | -30 | 18
O=C(COc1ccccc1)NC(=S)Nc1ccc2c(c1)Cc1ccccc1-2 | -2.9 | 0 | -4.0 | -2 | -0.6 | -6 | -0.8 | 2 | 9
COC(=O)c1c(NC(=O)c2ccco2)sc2c1CCC2 | -2.9 | -4 | -2.2 | -8 | -1.2 | -17 | -2.5 | 26 | -1
CCCCc1cc2c(cc1NC(=O)CN1CCCCC1)OCCO2 | -2.2 | -5 | -3.3 | -1 | -0.3 | -10 | -3.0 | 20 | -1
Cn1cnnc1SCc1ccccc1Br | -1.1 | 0 | -3.0 | -4 | 0.8 | 10 | 0.8 | 7 | 2
O=Cc1c(N2CCN(c3ccccc3)CC2)nc2ccccn2c1=O | -3.7 | -14 | -3.9 | -4 | 0.0 | 0 | 0.6 | 26 | 2
Cn1c(NC2CCCCC2)c(N=O)c(=O)n(C)c1=O | 0.5 | -1 | -0.7 | -2 | 1.1 | -12 | 2.4 | -8 | 7
FCCCOc1ccc(/C=N/OCc2c(Cl)cccc2Cl)cc1 | 0.5 | -1 | -0.7 | 3 | 0.9 | -13 | -0.9 | 19 | 3
CC(C)(C)OC(=O)n1cc(C(=O)c2ccccc2O)cn1 | -0.7 | -3 | 0.8 | -9 | 0.7 | -7 | 0.8 | 15 | 8
Cn1c2ccccc2c(=O)c2cc(C#Cc3ccccn3)ccc21 | 14* | -8 | -3.0 | -6 | -0.6 | 5 | -1.7 | 10 | 12
Cc1ccc(C2C(C#N)=C(N)N(c3cccnc3)C3=C2C(=O)CCC3)c(C)c1 (stereo unspecified) | -0.5 | -7 | -2.2 | -3 | 1.4 | -4 | -0.4 | 39 | 3
Cc1ccc(N2CCN(C(=O)CCc3nc4ccccc4[nH]3)CC2)c(C)c1 | -1.7 | -6 | -5.6 | / | 3.0 | -7 | -0.3 | 46 | -13
Cc1ccc(NC(=O)CN2C(=O)N/C(=C/c3cc(C)n(-c4cccc(C(=O)O)c4)c3C)C2=O)cc1 | -3.7 | -17 | -0.4 | 1 | / | 1 | / | 23 | 25
CC(C)(C)c1ccc(C(=O)NCCn2c(N)c(C#N)c3nc4ccccc4nc32)cc1 | -0.1 | -12 | -1.8 | -5 | 4.6 | 6 | 1.9 | -3 | -1
